# RORg inh – ROR gamma (mouse) transcription inhibition; P51450; Potency, µM (doses to about 53.6 µM), inactives show top-dose activity change, negative = inhibition, most hits filed as inhibitors; 5.4% of 310,000 active; Drosophila S2 Gal4-RORgamma UAS-luciferase reporter, 20 h; AID 2551; further: potency means the concentration at half of the fitted maximal effect; on the % scale 0 is the no-effect control and ±100 the full control effect; nearly all actives have a fitted effect of over 60% in size
#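 In this cell-based reporter format, copper sulfate (700 uM final) drives Gal4–ROR gamma fusion expression from a metallothionein promoter in Drosophila Schneider cells; compounds preincubated 1 hr, reporter read after 20 hr at ambient temperature.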
# p53 reactivation – restores transcriptional activity of mutant p53 | H1299 p53-A138V BP100-luciferase reporter, luminescence, 24 h | Potency, µM (top dose mostly 92.2 µM), for inactives: at the highest dose activity change, positive = activation, most hits filed as activators | 0.063% of 320,000 active; further: potency means the concentration at half of the fitted maximal effect; % of control where 0% means no effect; nearly all actives have a fitted effect of over 45% in size
#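 H1299 (p53-null), stable ts p53-A138V + BP100-Luc; 1000 cells/well, Opti-MEM/10% FBS; cpd 4 pt, 1:5; 24 h, 37 deg C, 5% CO2; detection reagent 10 min RT; luminescence.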
# BRCA1 expr up – activators of BRCA1 expression. MCF7-BRCA1-FFLuc reporter, luminescence, 48 h; response scale: scaled: vehicle 0%, 10 µM genistein 100%. Potency, µM (highest dose often 46.1 µM), without a hit: at the highest dose activation, most hits filed as activators. 1.1% of 380,000 active; further: potency means the concentration at half of the fitted maximal effect; nearly all actives have a fitted effect of over 80% in size; some results filed as inactive show a strong effect at the top dose
#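 Reporter cells (MCF7, BRCA1 promoter-firefly luciferase) received library compounds across a concentration series for 48 h. End-point luminescence was measured and concentration-effect curves derived after normalization.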
# FLuc modulator – inhibits or activates purified firefly luciferase, miR-21 counter-screen | AID 588342 | purified FLuc, Km substrates, luminescence inhibition | P08659 | Potency, µM (series often up to 57.5 µM), without a hit: at the highest dose activity change, negative = inhibition, most hits filed as inhibitors | 6.9% of 360,000 active;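 further: potency means the concentration at half of the fitted maximal effect; plate controls were vehicle for no effect and reference inhibitor for full effect; nearly all actives have a fitted effect of over 55% in size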
# Target sequence (P08659 whole entry, looked up): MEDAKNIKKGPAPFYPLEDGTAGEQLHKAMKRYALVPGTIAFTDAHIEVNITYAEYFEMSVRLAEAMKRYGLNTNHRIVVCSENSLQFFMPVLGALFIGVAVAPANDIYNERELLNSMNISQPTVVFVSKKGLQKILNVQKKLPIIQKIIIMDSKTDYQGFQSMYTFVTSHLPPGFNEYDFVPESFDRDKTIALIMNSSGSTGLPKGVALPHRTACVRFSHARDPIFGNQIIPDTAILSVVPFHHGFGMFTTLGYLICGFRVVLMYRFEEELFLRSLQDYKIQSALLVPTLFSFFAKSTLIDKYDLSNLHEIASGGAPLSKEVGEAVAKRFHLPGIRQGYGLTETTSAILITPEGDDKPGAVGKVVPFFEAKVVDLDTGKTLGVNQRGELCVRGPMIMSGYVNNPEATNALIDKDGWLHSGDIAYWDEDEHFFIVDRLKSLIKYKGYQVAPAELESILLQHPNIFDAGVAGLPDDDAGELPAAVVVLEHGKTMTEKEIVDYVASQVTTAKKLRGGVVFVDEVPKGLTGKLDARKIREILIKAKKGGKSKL
#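 Biochemical qHTS of compounds, final roughly 60 µM downward over six points, against 10 nM purified firefly luciferase using Km concentrations of substrates (10 uM D-luciferin, 10 uM ATP) in Tris acetate pH 7.5 buffer; luminescence output.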
# Rab9 prom act – activators of Rab9 promoter; Huh7 Rab9 promoter-luciferase reporter, luminescence, 24 h; Potency, µM (titrated, usually from 9.22 µM), without a hit: at the highest dose activation, negative = inhibition, most hits filed as activators; 2.8% of 320,000 active; further: potency means the concentration at half of the fitted maximal effect; % of control where 0% means no effect; nearly all actives have a fitted effect of over 60% in size
#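 Cell-based reporter: Huh7 stable for Rab9 promoter-driven luciferase, plated in reduced-serum medium with 10% FBS at 1500 cells/well, compound-treated 24 h at 37 °C, luminescence read after 10 min reagent.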
# Gal4-VP16 FLuc – inhibits Gal4-VP16 luciferase reporter, ROR gamma counter-screen | Drosophila S2 Gal4-VP16 UAS-luciferase, luminescence, 20 h | Potency, µM (titrated, usually from 53.6 µM), for inactives: at the highest dose activity, negative = inhibition, most hits filed as inhibitors | 3.5% of 310,000 active | AID 2546;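 further: Gal4-VP16 expression switched on by copper sulfate through the metallothionein promoter; potency means the concentration at half of the fitted maximal effect; on the % scale 0 is the no-effect control and ±100 the full control effect; nearly all actives have a fitted effect of over 50% in size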
# PKM2 activator – activators of human pyruvate kinase M2. P14618. purified PKM2, Kinase-Glo ATP luminescence, activation; response scale: 0% is enzyme alone, no compound. Potency, µM (doses to about 57.5 µM), for inactives: at the highest dose activation, usual class: activators. 0.34% of 260,000 active. AID 1631; further: potency means the concentration at half of the fitted maximal effect; on the % scale 0 is the no-effect control and ±100 the full control effect; nearly all actives have a fitted effect of over 55% in size
# Target sequence (P14618 whole entry, looked up): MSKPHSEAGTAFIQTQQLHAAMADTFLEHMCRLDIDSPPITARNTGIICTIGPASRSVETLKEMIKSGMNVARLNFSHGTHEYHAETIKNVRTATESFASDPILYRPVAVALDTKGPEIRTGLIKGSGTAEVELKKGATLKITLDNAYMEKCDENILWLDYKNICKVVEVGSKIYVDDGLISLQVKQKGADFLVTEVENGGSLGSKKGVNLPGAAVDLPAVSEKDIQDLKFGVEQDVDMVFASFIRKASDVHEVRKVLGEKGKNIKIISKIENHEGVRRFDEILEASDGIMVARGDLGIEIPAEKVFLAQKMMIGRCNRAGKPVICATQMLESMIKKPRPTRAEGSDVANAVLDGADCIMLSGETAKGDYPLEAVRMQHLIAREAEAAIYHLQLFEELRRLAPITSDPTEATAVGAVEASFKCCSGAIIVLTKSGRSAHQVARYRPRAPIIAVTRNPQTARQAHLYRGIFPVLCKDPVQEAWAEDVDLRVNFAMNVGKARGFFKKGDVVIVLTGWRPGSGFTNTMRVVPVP
#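 hPK-M2, >95% pure; 0.1 mM ADP / 0.5 mM PEP final; imidazole pH7.2 buffer w/ 7 mM MgCl2, 50 mM KCl; 1 h RT; Kinase-Glo lum. Intermediate enzyme activity for dual inhibitor/activator qHTS.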
# Giardia killer – Giardia lamblia killing. Giardia lamblia trophozoite viability. activity change, % at 7.66 µM, hits read low. 0.15% of 340,000 active. AID 540267; in the data active means activity change below about -80%; inconclusive means between about -30% and that limit;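 further: parasites exposed to compound for two days anaerobically before the ATP read; on the % scale 0 is the no-effect control and ±100 the full control effect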
#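 Killing of trophozoites was scored by loss of ATP luminescence after a 48 hrs anaerobic exposure to compounds at 37 deg C, using 100 cells per well.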
# NPC1 prom act – activates the NPC1 promoter | 2.4% of 320,000 active | AID 485313 | Huh7 NPC1 promoter luciferase reporter, 24 h | Potency, µM (doses to about 9.22 µM), inactives show at the highest dose activation, usual class: activators;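 further: potency means the concentration at half of the fitted maximal effect; % of control where 0% means no effect; nearly all actives have a fitted effect of over 60% in size; reporter is driven by a mutant NPC1 promoter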
#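 Cells: Huh7 expressing luciferase under the NPC1 promoter, 1500/well. Seeded 2 h, compound added, incubated 24 h at 37 °C. Luciferase reagent, 10 min ambient, then luminescence.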
# Menin MLL FP TR – displaces Texas Red mutant MLL peptide from human menin; Menin + Texas Red MLL mutant peptide, fluorescence polarization; O00255; 0.23% of 270,000 active; Potency, µM (top dose mostly 61.6 µM), for inactives: at the highest dose FP activity change, negative = inhibition, usual class: inhibitors; AID 1768; active means well fitted inhibition curve with a large enough effect in the polarisation, with a control signal flat, not every such curve was filed as active; inconclusive means small, poorly fitted or top-dose-only effect, or effect the other way, or a change in a side signal; inactive means no such curve, though single readings can be large or run the other way; the % refers to the polarisation; further: potency means the concentration at half of the fitted maximal effect; % of control where 0% means no effect; many of its hits are not listed in these tables
# ELG1 genotox – genotoxicity induction in ELG1-luciferase HEK293T cells; HEK293T ELG1-luciferase reporter, luminescence, 16 h; Potency, µM (titrated, usually from 46 µM), without a hit: at the highest dose activity change, positive = activation, usual class: activators; 1.3% of 330,000 active; further: potency means the concentration at half of the fitted maximal effect; % of control where 0% means no effect; nearly all actives have a fitted effect of over 60% in size
#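 Luminescence read-out: rising ELG1-luciferase signal, reflecting elevated ELG1 protein under genetic stress, flags genotoxic compounds. Cells were treated for 16 hr at 37 °C before ONE-Glo detection.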
# Starred values were filed as active, the others as inactive; ? = inconclusive; · = not tested or not shown; & = joins results of further samples; [ ] = dose if it differs, or a comment. Unless noted, the call rests on the fitted dose curve; in most records, active means well fitted curve in the direction sought with a large enough effect; inconclusive means small, poorly fitted or top-dose-only effect, or another doubt; inactive means no such curve, though single readings can be large; an effect the other way counts as inactive or inconclusive. Some of the compounds tested (hit frequency here may not be typical).
SMILES,RORg inh,p53 reactivation,BRCA1 expr up,FLuc modulator,Rab9 prom act,Gal4-VP16 FLuc,PKM2 activator,Giardia killer,NPC1 prom act,Menin MLL FP TR,ELG1 genotox
CC(C)C(=O)N1c2ccccc2NC2=C(C(=O)CCC2)C1c1ccc(N(C)C)cc1 (centres undefined),32%,-8%,8%,2%,-2%,4%,-4%,2,0%,-11%,5%
CCC1CCCCN1CCCNC(=O)c1ccc(CS(=O)(=O)c2ccc(Br)cc2)o1 (centres undefined),-11%,29%,-13%,4%,1%,-5%,·,-8,-6%,·,-3%
CCc1cc(C(=O)N=Nc2c(O)[nH]c3c(Br)cc(Br)cc23)c2ccccc2n1,?,-1%,-56%,-2%,-3%,-88%,7%,-29,-2%,?,5%
COc1ccc(NC(=O)CN(C)C(=O)Cc2ccc(-c3ccccc3)cc2)cc1,·,7%,-2%,2%,-2%,·,·,0,-2%,·,0%
O=C(N/N=C/c1ccc(Br)s1)c1cccc([N+](=O)[O-])c1,0.45µM*,-4%,-31%,-2%,-22%,1µM*,2%,-17,-7%,10%,-4%
Cc1ccc(C(NC(=O)N2CCN(C)CC2)C(Cl)Cl)cc1F (centres undefined),2%,1%,-2%,0%,-4%,-6%,-1%,8,-5%,-4%,1%
O=C(COC(=O)CC1CCCC1)Nc1ccccc1[N+](=O)[O-],·,8%,-5%,?,-1%,·,·,-1,-4%,·,-1%
CSc1cccc(NC(=O)C2CC(=O)N(Cc3ccccc3)C2)c1 (centres undefined),8%,10%,-8%,-1%,3%,-2%,-2%,8,0%,5%,4%
Fc1ccc(-c2csc3ncnc(N4CCN(Cc5ccccc5)CC4)c23)cc1,-3%,14%,-29%,-2%,5%,-1%,6%,26,0%,·,1%
O=C(Nc1ccc(Oc2ccccc2)nc1)C1CCCCN1Cc1ccc(OCCO)cc1 (centres undefined),22%,-4%,7%,0%,7%,-1%,·,5,0%,-11%,0%
CC(NC(=O)C1CCN(S(=O)(=O)c2cccc3cccnc23)CC1)c1ccccc1 (centres undefined),1%,-6%,4%,1%,-1%,-13%,·,-2,4%,·,-6%
O=[N+]([O-])c1ccc2nc(SCc3ccccc3Cl)sc2c1,?,17%,27%,-15%,2%,-3%,-2%,2,3%,36%[activator],-1%
COc1ccc(NC(=O)/C=C/c2ccc3c(c2)OCO3)cc1,28%,-1%,26%,2.7µM*,3.2µM*,-19%,0%,-21,?,?,?
N#Cc1ccc(OCC(=O)Nc2cc(S(=O)(=O)N3CCCCC3)ccc2N2CCCCC2)cc1,-12%,-2%,-14%,-1%,-6%,-15%,-5%,3,-7%,-3%,2%
COc1ccc2nc(Nc3ccc4c(c3)OCO4)sc2c1,-12%,?,?,?,4.5µM*,?,-4%,8,?,?,5.8µM*
O=S(=O)(c1ccc(Oc2ncnc3scc(-c4ccccc4)c23)cc1)N1CCOCC1,?,-5%,-29%,4%,-4%,1%,-3%,-14,-3%,4%,-33%[inhibitor]
CCOC(=O)CCCNC(=O)COC(=O)[C@@H]1CCCN1S(=O)(=O)c1ccc(Cl)cc1,-10%,27%,-6%,-2%,0%,-4%,4%,0,6%,0%,1%
COc1ccc2nc(N/C(N)=N/C(=S)Nc3c(C)cccc3C)nc(C)c2c1,16%,15%,5%,-9%,-6%,-6%,3%,10,-14%,7%,-3%
O=C(Nc1ccc(N2CCCC2)cc1)c1ccc(Br)cc1,19%,-5%,31%,?,24%,-1%,-3%,-12,18%,9%,10%
CCC(C)(C)NC(=S)Nc1ccccc1C,4µM*,-5%,-8%,-2%,-14%,11µM*,-4%,7,-2%,2%,-1%
COc1ccccc1C1CC(c2ccco2)=NN1c1ccccc1 (centres undefined),-19%,8%,-20%,-2%,5%,-6%,10%,8,-1%,?,-1%
N#C/C(=C\c1cc([N+](=O)[O-])c(N2CCCCC2)cc1N1CCCCC1)c1nn(-c2ccccc2)c(N)c1C#N,7%,3%,-16%,-2%,-1%,-7%,3%,3,-5%,-15%,0%
O=c1nc(SCc2cccc(C(F)(F)F)c2)nc2ccccn12,28%,-6%,-1%,-10%,-3%,2%,-4%,-1,-4%,-1%,4%
COc1ccccc1NC(=O)Cn1nc(C)n2cccc2c1=O,-8%,-1%,18%,1%&5%,9%,4%,·,-26,2%,-1%,0%[9.26 µM]
CN(C)c1ccc(C(=S)NC2CCCCC2)cc1,8.9µM*,13%,?,4.8µM*,2.8µM*,3%,-7%,-13,3.2µM*,?,18µM*
# More compounds:
SMILES,RORg inh,p53 reactivation,BRCA1 expr up,FLuc modulator,Rab9 prom act,Gal4-VP16 FLuc,PKM2 activator,Giardia killer,NPC1 prom act,Menin MLL FP TR,ELG1 genotox
CCC(=O)OCc1c(C(F)(F)F)nn(C)c1Oc1cccc(C(F)(F)F)c1,-9%,0%,1%,-5%,0%,-10%,-2%,4,5%,-9%,-3%
CC1=CC(C)C2C(=O)N(CCCN(C)C)C(=O)C2C1 (centres undefined),-31%,19%,-3%,3%,-2%[1.84 µM],1%,-2%,10,-6%,-2%,-1%
CC(=O)c1cc2c(cc1N(C(=O)Cn1nnc3ccccc31)C(C(=O)NCCC(C)C)c1cccnc1)OCO2 (centres undefined),8%,-2%,9%,2%,-3%,-3%,-5%,7,-2%,-26%,2%
COc1cccc(OCCNC(=O)Nc2cc(F)c(F)cc2Cl)c1,-19%,0%,7%,1%,-6%,-11%,8%,-3,0%,0%,-1%
C[C@@H]1CC=C[C@H]2[C@H]1C(=O)N(Cc1ccccc1)[C@H]2c1ccc2ccccc2c1/C=C/c1ccccc1,-15%,2%,-2%,-2%,-6%,0%,13%,?,-5%,·,0%
COc1ccc2c(c1)Cc1sc(NC(=O)c3ccccc3)nc1-2,11µM*,4%,?,?,?,-26%,0%,15,?,?,?
COc1ccc(C2=NS(=O)(=O)N(C)C(C(=O)N(C)Cc3ccccc3)=C2)cc1OC,40%,·,0%,?,-1%,-4%,5%,-5,-2%,11%,-3%
c1coc(-c2nnc(-c3ccco3)nn2)c1,?,22%,91%,17µM*,?,?,·,-26,?,·,4%
COCCOC(=O)c1c(C)oc2ccc(OC(=O)c3ccco3)cc12,16%,17%,62%,24µM*,-2%,-8%,4%,0,-4%,2%,7%
CCSc1nnc(NC(=O)NC2CCCCC2)s1,13%,?,74%,?,?,-7%,3%,-1,18%,?,?
N=c1n(CC(=O)c2ccc([N+](=O)[O-])cc2)c2ccccc2n1Cc1ccccc1Cl,?,-4%,-1%,-2%,-9%,-3%,-5%,22,-5%,-1%,?
CN1CCN(C(=O)c2cnn(-c3ccccc3)c2NC(=O)c2ccccc2)CC1,-3%,-1%,4%,-1%,-2%,-4%,-4%,-2,-5%,6%,1%
O=C(CCCCN1CCCCC1)c1ccc2c(c1)Cc1ccccc1-2,13µM*,4%,-19%,-6%,-6%,?,-7%,9,1%,-3%,0%
CC1CC(C)(C)NC(=S)N1CCC(=O)N1CCN(c2ccccc2)CC1 (centres undefined),7.9µM*,-4%,-11%,-2%,-2%,?,·,13,1%,-28%,-2%
CN(C)c1ccc(NC(=O)c2ccc([N+](=O)[O-])cc2Cl)cc1,-3%,?,?,4.3µM*,3.2µM*,-4%,9%,-2,2.5µM*,-19%,?
COc1ccc(CC(=O)Nc2ccc(S(=O)(=O)Nc3nc(C)cc(C)n3)cc2)cc1,0%,-4%,16%,3%,-2%,4%,12%,2,-2%,2%,3%
Cc1ccc(C(OCCN(C)C)c2cccc(C(F)(F)F)c2)cc1 (centres undefined),11%,-4%,-40%,3%,-3%,-19%,-4%,16,-2%,-4%,1%
CC(C)c1ccc(NC2CCCN(C(=O)c3cccc4nccnc34)C2)cc1 (centres undefined),4%,-6%,19%,3%,1%,-14%,·,-9,-4%,-8%,0%[9.26 µM]
CC(=O)c1ccc(N2C(=O)C3C4C=CC(CC4)C3C2=O)cc1 (centres undefined),0%,2%,11%,-24%,-2%,3%,·,8,1%,2%,1%
Cn1c(SCC(=O)Nc2ccc(F)cc2)nc2c(c1=O)SCC2,6%,-28%,-12%,8%,-6%,-28%,10%,13,-8%,·,-1%
Cc1ccc(C)c(C(=O)Nc2cc(C)nn2-c2nc(C)cc(C)n2)c1,0.5µM*,4%,-19%,-2%,1%,?,5%,15,-10%,-1%,-10%
CC1CCCN(CC(O)COc2ccc3c(c2)OCO3)C1 (centres undefined),6%,0%,-5%,2%,?,4%,5%,-16,-1%,-18%,6%
CCCN(C(=O)c1cccs1)c1nnc(-c2ccncc2)s1,19%,11%,-20%,?,24%,20%,-2%,2,12%,-17%,-3%
